# Screening data deposited in PubChem BioAssay by National Center for Advancing Translational Sciences (NCATS).
# TSG101-PTAP inh – blocks PTAP/TSG101 interaction to inhibit HIV-1 budding; Potency, µM (titrated, usually from 115 µM), without a hit: at the top dose activity change, negative = inhibition, usual class: inhibitors; Fluorescence polarization, FITC-PTAP peptide / Tsg101 binding; Q99816; 340,000 tested, under 10 active; AID 493005; active = well fitted inhibition curve with a large enough effect in the main read-out, with a control signal flat, not every such curve was filed as active; inconclusive = small, poorly fitted or top-dose-only effect, or effect the other way, or a change in a side signal; inactive = no such curve, though single readings can be large or run the other way; note: potency is the fitted concentration of half-maximal effect; % of control where 0% means no effect
# Target sequence (Q99816 whole entry, looked up): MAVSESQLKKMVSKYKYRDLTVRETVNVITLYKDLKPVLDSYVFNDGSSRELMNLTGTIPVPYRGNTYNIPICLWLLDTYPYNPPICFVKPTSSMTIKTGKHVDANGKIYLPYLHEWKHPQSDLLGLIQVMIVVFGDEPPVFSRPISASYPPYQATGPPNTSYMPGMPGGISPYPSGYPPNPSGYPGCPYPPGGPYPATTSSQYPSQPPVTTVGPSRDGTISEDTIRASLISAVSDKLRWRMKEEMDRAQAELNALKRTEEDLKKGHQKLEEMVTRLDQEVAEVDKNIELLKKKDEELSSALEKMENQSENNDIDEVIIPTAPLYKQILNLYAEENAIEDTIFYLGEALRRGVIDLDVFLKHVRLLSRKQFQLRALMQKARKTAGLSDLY
#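 Fluorescence anisotropy tracks displacement of a FITC-tagged PTAP peptide (50 nM) from the Tsg101 binding domain (10 uM), following a 20 min room-temperature incubation at pH 7.5.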
# Tb PFK block – T. brucei PFK enzyme inhibition. O15648. T. brucei PFK, ADP-Glo luminescence. Potency, µM (highest dose often 57.5 µM), without a hit: top-dose activity, negative = inhibition, usual class: inhibitors. 0.17% of 330,000 active. AID 485367;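 note: potency is the fitted concentration of half-maximal effect; 0% = uninhibited 1x PFK enzyme wells and -100% = no-enzyme wells; nearly all actives have a fitted effect of over 60% in size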
# Target sequence (O15648 whole entry, looked up): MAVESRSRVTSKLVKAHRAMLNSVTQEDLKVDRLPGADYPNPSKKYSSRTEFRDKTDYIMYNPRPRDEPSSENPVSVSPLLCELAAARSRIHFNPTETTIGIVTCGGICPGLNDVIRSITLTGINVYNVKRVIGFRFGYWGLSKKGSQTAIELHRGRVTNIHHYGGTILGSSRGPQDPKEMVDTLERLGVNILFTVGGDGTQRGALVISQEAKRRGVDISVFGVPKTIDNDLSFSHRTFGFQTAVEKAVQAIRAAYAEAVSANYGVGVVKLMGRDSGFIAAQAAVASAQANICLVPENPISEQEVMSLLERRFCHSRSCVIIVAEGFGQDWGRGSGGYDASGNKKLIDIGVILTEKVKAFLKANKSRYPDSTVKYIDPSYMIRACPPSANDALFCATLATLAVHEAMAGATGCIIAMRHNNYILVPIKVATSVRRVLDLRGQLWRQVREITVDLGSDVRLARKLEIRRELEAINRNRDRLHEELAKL
#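 Activity is normalized to no-enzyme wells (full inhibition) and 1.25 nM enzyme wells (no inhibition). Reaction: 0.5 mM F6P, 0.1 mM ATP, 45 min RT, ADP-Glo luminescence; concentration-response curves fitted and classed by quality.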
# S-ASM inh – inhibitors of human secretory acid sphingomyelinase; AID 504937; placental ASM, HMU-PC fluorogenic substrate, 60 min; P17405; 0.006% of 340,000 active; Potency, µM (series often up to 57.5 µM), without a hit: top-dose activity change, negative = inhibition, usual class: inhibitors; note: potency is the fitted concentration of half-maximal effect
#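 Fluorogenic HMU-PC substrate (9 uM final) is turned over by placental ASM in 60 min at 37 C after a 10 min compound preincubation. Reaction ended by alkaline stop (pH 10), with fluorescence read at 386/447 nm.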
# PKM2 act – PKM2 (human) enzyme activation; P14618; purified PKM2, Kinase-Glo ATP luminescence, activation; response scale: 0% is enzyme alone, no compound; Potency, µM (doses to about 57.5 µM), inactives show top-dose activation, most hits filed as activators; 0.34% of 260,000 active; AID 1631; note: potency is the fitted concentration of half-maximal effect; % is set by controls: 0 for no effect and ±100 for the full control effect; nearly all actives have a fitted effect of over 55% in size
#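 Purified hPK-M2 (>95% pure) converted ADP (0.1 mM final) to ATP with 0.5 mM PEP in 50 mM imidazole pH7.2, KCl, MgCl2, Tween 20, BSA; 1 h at room temperature. ATP detected by Kinase-Glo luminescence.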
# Chronic BCR inh – chronic active BCR signaling inhibition; Potency, µM (doses to about 46.1 µM), for the others: at the top dose ratio change, negative = lower green/red ratio, most hits filed as inhibitors; 0.05% of 340,000 active; AID 493014; ABC-DLBCL IkBa-CBG/CBR reporter, luminescence ratio, 4 h; active = well fitted inhibition curve with a large enough effect in the signal ratio, with a control signal flat, not every such curve was filed as active; inconclusive = small, poorly fitted or top-dose-only effect, or effect the other way, or a change in a side signal; the % refers to the signal ratio;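 note: potency is the fitted concentration of half-maximal effect; plate controls were basal doxycycline-induced cells for no effect and cells given 10 µM MG132 for full effect; MG132 reads +100%, hits lower the ratio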
#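 Concentration-response series (up to 46 uM) were applied to TMD8 dual-reporter cells for 4 h at 37C with doxycycline. Green/red ratio, after filter-overlap correction, defined %Activity; red signal alone was normalised to basal cells and zero luminescence.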
# Menin-MLL TR inh – menin-MLL binding inhibition, Texas Red mutant peptide. O00255. Menin + Texas Red MLL mutant peptide, fluorescence polarization. Potency, µM (doses to about 61.6 µM), for the others: at the highest dose FP activity change, negative = inhibition, usual class: inhibitors. 0.23% of 270,000 active. AID 1768; active = well fitted inhibition curve with a large enough effect in the polarisation, with a control signal flat, not every such curve was filed as active; inconclusive = small, poorly fitted or top-dose-only effect, or effect the other way, or a change in a side signal; inactive = no such curve, though single readings can be large or run the other way; the % refers to the polarisation; note: potency is the fitted concentration of half-maximal effect; % of control where 0% means no effect; many of its hits are not listed in these tables
# GALK inhibitor – galactokinase (human) inhibition. Purified GALK, Kinase-Glo residual ATP luminescence. Potency, µM (series often up to 57.5 µM), inactives show at the top dose activity change, negative = inhibition, most hits filed as inhibitors. 0.007% of 270,000 active; note: potency is the fitted concentration of half-maximal effect; % is set by controls: 0 for no effect and ±100 for the full control effect
#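 The enzyme phosphorylates galactose (100 uM) using ATP (35 uM); inhibition is detected as higher residual ATP, quantified by bioluminescence after 1 h reaction at room temperature, pH 8.0.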
# B2AR arrestin – beta2AR (human) beta-arrestin recruitment activity; beta-arrestin recruitment to beta2AR, cell-based reporter; 0.02% of 330,000 active; Potency, µM (titrated, usually from 46.1 µM), without a hit: at the top dose activation, most hits filed as activators;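 note: potency is the fitted concentration of half-maximal effect; 0% = DMSO controls and full agonism = EC100 isoproterenol or metaproterenol; nearly all actives have a fitted effect of over 65% in size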
# Integrin act MD – integrin-mediated muscular dystrophy alleviation activation. 0.064% of 350,000 active. Potency, µM (series often up to 38.3 µM), for the others: at the top dose activation, hits mostly activators. AID 624291. alpha7betagal myoblasts, beta-gal FDG fluorescence, 48 h;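 note: potency is the fitted concentration of half-maximal effect; 100% = response of the positive control SU9516; nearly all actives have a fitted effect of over 60% in size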
#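 Alpha7betagal+/- myoblasts (passage 13) were plated 16-24 hr, then exposed to compounds (1:260 dilution of DMSO stock) for 48 hours at 37C. After MPER lysis, β-galactosidase reporter activity was read as FDG fluorescence (ex 480/em 540) after 30 minutes.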
# FBPA coupling cs – counter-screen for Giardia aldolase inhibitors: coupling enzyme system. coupling enzyme system counterscreen, AmpLite Red fluorescence. activity change, negative = inhibition, % at 58.2 µM, hits read low. 0.67% of 290,000 active. AID 2472; in the data active = activity change below about -30%; note: % is set by controls: 0 for no effect and ±100 for the full control effect
#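 First, compound is pin-transferred into glyceraldehyde-3-phosphate coupling-enzyme reagent at 57.5 uM final and held 10 min at RT. Next, substrate, coupling system and AmpLite Red are added. After 20 min RT, fluorescence (525/598 nm) is read.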
# Giardia killer – kills Giardia lamblia | Giardia lamblia trophozoite viability | activity change, % at 7.66 µM, hits read low | 0.15% of 340,000 active; in the data active = activity change below about -80%; inconclusive = between about -30% and that limit;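 note: parasites exposed to compound for two days anaerobically before the ATP read; % is set by controls: 0 for no effect and ±100 for the full control effect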
#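 Giardia lamblia trophozoites (100 cells/well) were incubated with compounds for 48 h at 37 deg C under anaerobic conditions. Viability was read as ATP content by one-step luminescence after 15-30 min at room temperature.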
# Active calls of the source: *; ? = inconclusive; . = not tested or not shown; [ ] = remark or other dose. Unless noted, calls come from the whole dose curve; as a rule, active = well fitted curve in the direction sought with a large enough effect; inconclusive = small, poorly fitted or top-dose-only effect, or another doubt; inactive = no such curve, though single readings can be large; an effect the other way counts as inactive or inconclusive. An excerpt, so the mix of outcomes need not match the whole.
SMILES,TSG101-PTAP inh,Tb PFK block,S-ASM inh,PKM2 act,Chronic BCR inh,Menin-MLL TR inh,GALK inhibitor,B2AR arrestin,Integrin act MD,FBPA coupling cs,Giardia killer
COc1ccc(NC(=O)C(NC(=O)CC2NC(=O)NC2=O)c2ccccc2)cc1 (stereo unspecified),-10.0%,-10.1%,8.4%,4.7%,-1.0%,-8.4%,0.9%,2.8%,10.3%,3.1,-9.8
COc1ccccc1C(=O)N(NC(=O)Oc1ccccc1)C(C)(C)C,2.1%,0.4%,2.4%,-0.2%,11.7%,10.2%,1.5%,-1.0%,?,2.7,-3.5
O=C1c2ccccc2C(=O)N1OCCOCCOCCBr,0.5%,0.3%,3.2%,6.0%,?,-2.2%,1.3%,0.4%,-12.5%,3.9,-7.7
COc1ccc(OCCOC(=O)c2ccc(-n3cnnn3)cc2)cc1,-7.7%,-3.4%,-7.2%,?,?,8.2%,2.2%,-0.7%,20.9%,1.4,7.6
CN(C)CCN(C(=O)c1ccc(S(=O)(=O)N(C)c2ccccc2)cc1)c1nc2cc3c(cc2s1)OCCO3,-3.5%,0.8%,-3.8%,-2.9%,0.7%,.,-2.0%,-0.7%,-26.2%,0.3,6.0
C=CCN1C(=O)C(Cc2ccc(SC(F)F)cc2)SC1=Nc1ccc(C(=O)O)cc1 (stereo unspecified),-0.9%,-25.6%,-0.4%,-2.9%,6.7%,2.8%,-0.2%,-0.2%,?,2.6,-14.7
CCc1cc(=O)oc2c3c(cc(OCC(=O)NCCCn4ccnc4)c12)OC(C)(C)CC3,-4.1%,-16.2%,32.1%[activator],1.9%,13.7%,-13.3%,.,0.0%,-7.8%,2.2,-4.7
Cc1ccc(C(C)(O)CS(=O)(=O)Cc2ccccc2Cl)cc1 (stereo unspecified),-0.3%,-17.5%,2.2%,.,1.2%,-10.8%,2.4%,-0.1%,7.9%,10.4,-3.2
O=C(CSc1ncn[nH]1)NCCOc1ccccc1,-6.0%,-1.0%,0.1%,0.7%,-1.3%,8.3%,14.2%,0.1%,0.0%,-0.4,2.1
COc1cc(OC)cc(-c2cc(NC(C)=O)n[nH]2)c1,-2.9%,0.7%,2.6%,20.1%,-1.1%,12.4%,-3.1%,0.1%,7.2%,2.4,0.6
Cc1ccc(Nc2nc(-c3ccccc3)c(CC(=O)O)s2)cc1,-3.8%,-5.2%,17.0%,15.2%,?,?,6.2%,0.4%,-7.2%,2.7,17.2
S=C(NCCc1ccccc1)NC1CCCCCC1,3.6%,5.1%,1.7%,-7.9%,-3.3%,-1.9%,0.8%,0.0%,8.3%,-0.6,-17.3
C=CCOC(=O)C1=C(C)N=C2SCCC(=O)N2C1c1cccs1 (stereo unspecified),-3.2%,0.9%,-0.6%,-2.6%,16.0%,-7.6%,-2.7%,-0.4%,8.8%,4.3,7.9
COc1ccccc1OC(C)C(=O)Nc1ccc2c(c1)OCCO2 (stereo unspecified),-2.6%,-0.7%,2.6%,-2.0%,-2.3%,-16.4%,-0.8%,-0.2%,-9.6%,-4.9,-17.2
O=S1(=O)CCN(C(CO)c2ccccc2)CC1 (stereo unspecified),1.7%,1.8%,3.2%,5.9%,0.3%,1.9%,-0.4%,0.5%,-30.8%,0.7,5.0
COc1cccc(C(=O)N2N=C(c3ccccn3)CC2(O)C(F)(F)F)c1 (stereo unspecified),-4.5%,0.5%,-5.5%,-5.3%,?,.,0.1%,0.1%,-66.4%[inhibitor],0.6,9.1
CCOC(=O)C(Cc1ccccc1)NC(=O)CNC(C)=O (stereo unspecified),-6.4%,-1.8%,-0.7%,-14.3%,-0.8%,-0.4%,1.0%,-0.2%,0.5%,-0.5,7.4
CCCC(=O)N1CCN(c2nc3ccccc3s2)CC1,-7.3%,-3.4%,-1.5%,.,?,-9.5%,10.8%,0.4%,2.0%,1.8,-24.3
CCCCC[C@@H]1C=C(C(=O)O)[C@H](c2cccc(C)c2)N1S(=O)(=O)c1ccc(C)cc1,-14.4%,0.6%,-0.6%,.,?,.,.,0.1%,-3.1%,.,-25.3
CCOC(=O)COc1ccc(C(=O)CC)cc1OC,-1.6%,0.9%,3.9%,1.0%,1.5%,1.3%,0.7%,0.0%,-0.6%,0.7,26.1
Cc1occc1C(=O)N(C)CC1CCCN(CCc2ccccc2F)C1 (stereo unspecified),0.6%,-1.5%,-3.0%,.,2.2%,.,3.8%,-1.3%,0.0%,.,-14.6
CCN(C(C)=O)c1nc(CSc2nnc(NC(C)C)s2)cs1,-4.8%,-7.7%,0.5%,-0.8%,1.7%,-14.3%,0.2%,-1.4%,12.1%,0.1,7.1
COCCCNC(=O)Cn1nc(-c2cccc(OC)c2)ccc1=O,-4.2%,1.2%,-2.6%,-10.5%,?,-0.2%,2.1%,-0.5%,3.1%,4.4,10.9
CCSc1nc2ccccc2c(=O)n1C1CCOC(C)(C)C1 (stereo unspecified),-7.7%,-2.2%,-0.8%,-4.5%,8.2%,?,-0.5%,-1.0%,-20.0%,5.5,9.5
CCc1ccc(C(C)NC(=O)C2(C)CC2(Br)Br)cc1 (stereo unspecified),-6.5%,-8.1%,1.6%,-4.8%,?,-13.0%,-0.9%,0.0%,-21.3%,0.5,-2.4
Cc1c(NC(=O)CCSc2ccc(Cl)cc2)c(=O)n(-c2ccccc2)n1C,-6.4%,1.5%,0.0%,2.5%,16.8%,0.5%,2.6%,0.3%,0.0%,1.9,-13.4
Cc1cc(Br)ccc1NC(=O)CNC(=O)Cc1ccc(S(=O)(=O)N2CCOCC2)s1,-5.5%,0.7%,-2.4%,.,1.8%,.,.,0.2%,31.5%,.,2.4
Cc1nc2cc(NC(=O)Nc3ccc(N4CCOCC4)cc3)ccc2n1C,-7.7%,1.0%,-0.1%,-5.1%,-0.8%,-3.6%,0.2%,0.0%,-11.2%,-0.6,2.0
COC(=O)c1ccc(C(=O)OC)c(NC(=O)CN(c2ccc3c(c2)OCO3)S(C)(=O)=O)c1,0.1%,0.3%,1.2%,-2.8%,-17.7%,.,-0.7%,0.1%,12.8%[7.66 µM],2.3,-5.1
CCCc1nnc(NC(=O)CSc2nc3ccccc3[nH]2)s1,-0.2%,11.5%,2.3%,22.8%,10.2%,2.1%,0.1%,0.2%,20.5%,0.0,6.8
CCOC(=O)c1c(C)nc2ccc(Cl)cc2c1-c1ccccc1,-0.9%,1.7%,-2.8%,-0.6%,2.8%,-9.6%,-4.0%,-0.3%,-15.8%,3.4,-7.0
Cc1ccc(NC(=O)CN2C(=O)NC3(CCCC3)C2=O)nc1,-4.1%,2.2%,1.5%,.,0.0%,.,.,0.3%,7.2%,.,21.4
COc1ccc(OC)c(S(N)(=O)=O)c1,.,-0.3%,-0.5%,-0.2%,?,3.2%,0.2%,0.0%,-7.9%,-1.7,6.2
O=C(N/N=C\c1ccc(OC(=O)c2ccco2)cc1)c1ccc(Cl)cc1,0.2%,-3.8%,-2.9%,-5.5%,-18.9%,26.1%,-2.2%,0.2%,-10.3%,-0.5,-18.7
CC(=O)c1cc2c(=O)c3cc(C)ccc3oc2nc1C,-0.6%,-9.6%,-3.3%,-27.9%,?,0.5%,0.3%,-0.1%,-11.8%,1.3,-16.3
COc1ccc(OC)c(C(=O)c2ccccc2)c1,-2.7%,-2.7%,3.9%,-2.5%,-5.6%,-1.1%,1.1%,-0.6%,-3.7%,-0.1,9.9
COc1ccc(-c2ccc(NS(=O)(=O)c3cccc([N+](=O)[O-])c3)cc2)nn1,6.5%,2.3%,-2.3%,.,10.3%,.,-0.8%,0.4%,17.3%,.,24.7
FC(F)(F)c1cnc(C(c2ccccn2)c2ncn[nH]2)c(Cl)c1 (stereo unspecified),-4.8%,-10.9%,3.3%,3.5%,-8.3%,-5.9%,6.1%,0.4%,-10.2%,-0.8,-20.0
CCN(CC)S(=O)(=O)c1ccc(NC(=O)c2cnccn2)cc1,-6.4%,0.3%,1.4%,20.6%[11.5 µM],?,11.3%,5.5%,-0.2%,11.9%,-0.4,-8.9
COc1ccc(C(NC(=O)C(C)C)c2c(O)ccc3ccccc23)cc1 (stereo unspecified),-5.1%,0.3%,61.4%[activator],0.0%,-2.9%,?,-2.7%,-0.6%,4.1%,-3.3,9.9
CCOC(=O)C1CCN(C(=O)c2ccc(Cl)c(Cl)c2)CC1,-5.3%,-7.3%,-0.9%,2.7%,-0.5%,-27.8%,-0.5%,-0.2%,-4.6%,2.2,4.7
